Yp Topo-I inh – Y. pestis Topo-I inhibition via cleavage products | Y. pestis Topo-I cleavage product accumulation, plate reader | activity, % at 10 µM | hit rate 0.064% among 360,000 | AID 504884; in the data active means activity above about 50%, passing the limit was not always enough; inconclusive means no clear call, values can overlap the other calls; further: inactives centre near 2
SSB-PriA inh – blocks PriA binding to SSB C-terminal tail; hit rate 0.6% among 430,000; inhibition, % at 33 µM; AlphaScreen SSBct-PriA binding, biotinylated peptide; AID 1272365; in the data active means inhibition mostly above about 37%, no sharp cut-off; inactive means mostly below about 20%;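 further: plate controls were negative control peptide for no effect and reference peptide for full effect; strong numbers were not always called active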
Vc quorum ag – inducers of Vibrio cholerae quorum light production without autoinducers. V. cholerae BH1578 lux reporter, luminescence, 6 h. activation, % at 18.7 µM. hit rate 0.16% among 350,000; in the data active means activation mostly above about 9.7%, no sharp cut-off; inconclusive means no clear call, values can overlap the other calls; inactive means mostly below about 3.7%; further: not every result past the cut was called active; inactives centre near 0; reference of the scale not given here
PfHsp40 yeast – rescue of PfHsp40-mediated yeast toxicity | hit rate 0.68% among 340,000 | growth rescue, % at 12.5 µM | S. cerevisiae expressing PfHsp40, growth rescue, ATP luminescence | AID 504582; in the data active means growth rescue above about 28%, passing the limit was not always enough; inconclusive means no clear call, values can overlap the other calls;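 further: yeast W303a lacking pdr1 and pdr3 grown in galactose medium; growth measured after three days at 30 °C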
PrPC surface inh – inhibitors of human cell surface prion protein PrPC; P04156; TR-FRET read-out; inhibition, % at 13.8 µM; hit rate 0.43% among 370,000; AID 720596; in the data active means inhibition above about 24%; further: 0% = median of the test wells and 100% = reference compound wells
TcdB inh – TcdB glycohydrolase inhibition. inhibition, % at 9.99 µM. P18177. hit rate 0.24% among 350,000. AID 652162. TcdB glycohydrolase enzymatic assay, plate reader; in the data active means inhibition above about 10%
Target sequence (P18177 whole entry, looked up): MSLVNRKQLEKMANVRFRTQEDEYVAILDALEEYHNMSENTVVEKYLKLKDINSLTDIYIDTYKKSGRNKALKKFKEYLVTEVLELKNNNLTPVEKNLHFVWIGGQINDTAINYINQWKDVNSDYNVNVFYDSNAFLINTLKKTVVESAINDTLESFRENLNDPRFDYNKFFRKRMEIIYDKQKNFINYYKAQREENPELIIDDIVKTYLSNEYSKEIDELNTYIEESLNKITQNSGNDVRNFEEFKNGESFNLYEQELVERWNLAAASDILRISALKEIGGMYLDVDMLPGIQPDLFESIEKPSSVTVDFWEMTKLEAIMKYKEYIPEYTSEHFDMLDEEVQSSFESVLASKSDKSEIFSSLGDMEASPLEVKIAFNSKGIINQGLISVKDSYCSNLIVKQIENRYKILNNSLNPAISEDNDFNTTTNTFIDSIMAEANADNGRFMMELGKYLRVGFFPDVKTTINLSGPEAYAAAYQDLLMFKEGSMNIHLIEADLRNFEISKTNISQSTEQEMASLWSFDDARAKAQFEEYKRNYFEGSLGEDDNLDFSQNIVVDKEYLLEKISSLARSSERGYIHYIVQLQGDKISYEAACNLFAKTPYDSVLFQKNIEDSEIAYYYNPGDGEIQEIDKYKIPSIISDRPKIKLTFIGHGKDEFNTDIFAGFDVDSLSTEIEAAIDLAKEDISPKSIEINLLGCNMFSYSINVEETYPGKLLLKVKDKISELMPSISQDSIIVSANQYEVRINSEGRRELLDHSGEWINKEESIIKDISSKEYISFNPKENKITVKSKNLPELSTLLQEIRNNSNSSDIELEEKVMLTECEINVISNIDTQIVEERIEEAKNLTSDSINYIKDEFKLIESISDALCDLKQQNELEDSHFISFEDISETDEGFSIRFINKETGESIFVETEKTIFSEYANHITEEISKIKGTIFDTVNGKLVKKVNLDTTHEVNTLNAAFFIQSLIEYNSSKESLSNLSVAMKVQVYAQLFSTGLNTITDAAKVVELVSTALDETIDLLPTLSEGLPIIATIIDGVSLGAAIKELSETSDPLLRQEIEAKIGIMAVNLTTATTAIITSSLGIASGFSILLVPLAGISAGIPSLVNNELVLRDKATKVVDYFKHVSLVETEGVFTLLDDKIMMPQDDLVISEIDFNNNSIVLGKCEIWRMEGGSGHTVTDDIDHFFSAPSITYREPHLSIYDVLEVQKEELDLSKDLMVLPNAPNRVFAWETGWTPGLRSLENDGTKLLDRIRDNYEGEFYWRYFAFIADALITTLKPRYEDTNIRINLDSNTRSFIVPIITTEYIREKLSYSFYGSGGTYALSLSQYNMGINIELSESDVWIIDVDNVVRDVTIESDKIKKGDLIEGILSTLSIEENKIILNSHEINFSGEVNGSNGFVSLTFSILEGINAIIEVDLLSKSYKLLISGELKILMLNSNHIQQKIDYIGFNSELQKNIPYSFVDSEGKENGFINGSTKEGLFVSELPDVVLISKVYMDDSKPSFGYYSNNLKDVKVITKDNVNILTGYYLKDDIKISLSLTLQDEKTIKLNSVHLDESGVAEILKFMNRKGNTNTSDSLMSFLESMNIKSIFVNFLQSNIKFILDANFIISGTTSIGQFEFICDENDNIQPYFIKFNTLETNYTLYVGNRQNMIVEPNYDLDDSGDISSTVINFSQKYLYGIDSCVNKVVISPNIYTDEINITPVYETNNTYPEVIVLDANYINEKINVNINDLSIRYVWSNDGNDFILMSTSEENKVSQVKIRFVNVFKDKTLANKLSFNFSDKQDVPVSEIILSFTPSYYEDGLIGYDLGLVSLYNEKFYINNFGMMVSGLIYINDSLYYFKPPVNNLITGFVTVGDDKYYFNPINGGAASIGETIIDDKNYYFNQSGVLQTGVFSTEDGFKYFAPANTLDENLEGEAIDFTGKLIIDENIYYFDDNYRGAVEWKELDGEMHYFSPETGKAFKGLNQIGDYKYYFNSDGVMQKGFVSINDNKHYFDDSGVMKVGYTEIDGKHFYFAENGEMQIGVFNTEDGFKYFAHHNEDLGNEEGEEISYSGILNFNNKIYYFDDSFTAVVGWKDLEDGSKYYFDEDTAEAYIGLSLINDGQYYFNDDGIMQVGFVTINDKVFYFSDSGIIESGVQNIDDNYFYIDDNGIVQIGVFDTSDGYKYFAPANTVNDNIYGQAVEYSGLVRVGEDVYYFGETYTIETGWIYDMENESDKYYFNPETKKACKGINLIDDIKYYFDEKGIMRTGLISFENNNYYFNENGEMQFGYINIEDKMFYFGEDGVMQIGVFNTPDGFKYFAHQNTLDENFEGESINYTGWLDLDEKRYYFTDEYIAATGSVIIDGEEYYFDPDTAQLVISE
Anthrax LF prot – anthrax lethal factor protease inhibition; multiplex microsphere protease cleavage assay, LF; hit rate 0.12% among 360,000; AID 588501; inhibition, % at 10 µM; further: plate controls were buffer without enzyme for full effect and enzyme alone for no effect
3CLpro inhibitor – SARS-CoV 3CLpro protease inhibition. P0C6X7. recombinant SARS-CoV 3CLpro, quenched FRET peptide cleavage. inhibition, % at 6 µM. hit rate 0.14% among 290,000. AID 1706; in the data active means inhibition above about 12%
BoNT A protease – BoNT A light chain protease inhibition. hit rate 0.17% among 360,000. multiplex microsphere protease substrate cleavage, flow cytometry. inhibition, % at 10 µM; further: plate controls were buffer without enzyme for full effect and enzyme alone for no effect
* marks the source's active call; other numbers are inactive results; i = inactive; ? = inconclusive; / = no result given; & = joins results of further samples. Unless noted, no stated cut-off is given here; in the data, active means inhibition above about 30%; inconclusive means no clear call, values can overlap the other calls; inactive means below that. Only part of the results is shown; count on the stated rates, not on these rows.

The opening 2 records (preview)
structure	Vc quorum ag	BoNT A protease	Yp Topo-I inh	SSB-PriA inh	PfHsp40 yeast	3CLpro inhibitor	Anthrax LF prot	PrPC surface inh	TcdB inh
Cc1cnc(NC(=O)Cc2cccs2)s1	-0.3	-0.1	3	-10	-1.6	0	-5	-1	-0.9
O=C(NCCc1ccccc1)C1CCCN(S(=O)(=O)c2cccc3nsnc23)C1 (stereo unspecified)	-0.7	-0.3	18	-16	0.8	-7	0	-9	/

All compounds of this part, repeating the preview:
structure	Vc quorum ag	BoNT A protease	Yp Topo-I inh	SSB-PriA inh	PfHsp40 yeast	3CLpro inhibitor	Anthrax LF prot	PrPC surface inh	TcdB inh
Cc1cnc(NC(=O)Cc2cccs2)s1	-0.3	-0.1	3	-10	-1.6	0	-5	-1	-0.9
O=C(NCCc1ccccc1)C1CCCN(S(=O)(=O)c2cccc3nsnc23)C1 (stereo unspecified)	-0.7	-0.3	18	-16	0.8	-7	0	-9	/
O=C(NCCn1cc(SCC(=O)N2CCOCC2)c2ccccc21)c1ccccc1	-0.9	-0.4	9	-4	0.4	3	-5	8	-0.1
CCOC(=O)C1CCCN(C(=O)Cc2c(C(=O)O)[nH]c3ccccc23)C1 (stereo unspecified)	i	-0.2	-6	-5	1.6	-1	0	-6	/
CCC(NS(=O)(=O)c1ccc(OC)cc1)C(=O)NCCc1ccccc1 (stereo unspecified)	-0.1	0.5	-6	5	/	-5	8	11	-0.5
O=C(Nc1ccc(N2CCCC2)c(Cl)c1)c1cccnc1	i	1.3	-9	-12	0.7	-3	-9	0	/
CC(C)n1c(SCC(=O)N2CCN(C(=O)c3ccco3)CC2)nc2c1c(=O)n(C)c(=O)n2C	-0.3	-0.4	-2	-7	0.5	0	-1	0	-1.1
CCC(C)N=C1CC(C)(C)CC(=O)/C1=C(/O)Cc1ccccc1 (stereo unspecified)	0.4	0.5	-5	/	-0.3	2	0	7	0.3
O=C(CNS(=O)(=O)c1cccc(Br)c1)NCC1CCCCC1	-0.2	-1.1	9	9	0.7	-6	-2	0	1.3
CCOCN(C(=O)Cn1cnc2ccccc21)c1c(C)cccc1CC	i	-0.1	8	-2&-9	0.9	3	-5	5	-0.2
O=C(CC1SC(=Nc2ccc(OC(F)F)cc2)N(CCN2CCOCC2)C1=O)Nc1ccc(F)cc1F (stereo unspecified)	0.9	-0.7	3	-10	1.0	9	0	-1	-0.4
CCOc1ccccc1/C=C/C(=O)NCC(=O)N1CCC(N(C)C2CCCCC2C)CC1 (stereo unspecified)	-0.3	0.4	-3	-10	-0.6	-1	1	-13	-0.1
Cc1ccccc1NC(=O)Cc1nc(COC(=O)c2ccc(NC(N)=O)cc2)cs1	1.3	0.0	-1	-4	-1.7	/	-1	-7	0.2
CC1(C)CC(=O)C2=C(C1)N(c1ccc(F)cc1)C(=O)NC2(C(F)(F)F)C(F)(F)F	-0.2	0.2	4	-10	-1.7	-1	3	0	/
COc1cc2c(=O)n(Cc3ccccc3)c(=O)n(CC(=O)NCCc3ccccc3)c2cc1OC	-5.4	0.0	5	-1	-0.5	6	-4	3	/
O=C1CCCN1CC(O)CS(=O)(=O)Cc1ccc(Cl)cc1 (stereo unspecified)	-0.6	/	-4	-5	/	/	/	8	1.3
CCOC(=O)Cc1csc(NC(=O)CSc2nnc(-c3ccc(OC)cc3)n2C)n1	4.2	?	3	-7	1.9	-4	0	-6	/
O=C(NCc1ccc(F)cc1)C1CCN(S(=O)(=O)c2ccc(N3CCCC3=O)cc2)CC1	-1.3	0.0	12	/	/	/	-5	6	1.5
N#CCC(=O)N1CCN(Cc2ccc3c(c2)OCO3)CC1	-0.8	0.2	10	-6	/	/	-2	7	-0.5
COC(=O)CN1CCN(C(=O)c2ccco2)CC1	0.5	-1.5	1	-6	-0.8	10	6	8	-0.7
CCCCn1c(N)c(N(C(=O)CSc2nnc(C)n2-c2ccccc2)C2CCCC2)c(=O)[nH]c1=O	i	0.2	-5	-1	1.6	/	-4	-1	2.8
CCCN(CCC)S(=O)(=O)c1ccc(NC(=O)C2CCCO2)cc1 (stereo unspecified)	-4.5	0.3	-6	-21	-0.3	-2	1	-6	/
COc1ccccc1C(=O)Nc1nnc(S(=O)(=O)N2CCCCC2)s1	0.4	-1.4	7	-4	1.9	2	-4	-11	1.3
C/C(=N\N1CCN(c2ccccc2)CC1)c1ccncc1	-1.5	-0.5	8	/	-1.8	-5	-4	-7	0.0
CCOc1ccccc1-n1cnc(C#N)c1N	1.5	-0.7	1	-1	-0.4	-1	-12	8	-3.1
Cc1cc(C)c(NC(=O)C2CCCN2CCC(C)C)c(C)c1 (stereo unspecified)	0.7	-0.8	7	-9	-0.7	-4	4	-5	/
O=C1CCCN1CC(O)CS(=O)(=O)Cc1ccc(Cl)cc1Cl (stereo unspecified)	i	-3.6	2	9	0.3	6	-12	-7	1.0
CN(C)C(=O)c1cccc(-c2cnc3c(NC=O)cc(-c4cc(F)c(F)c(F)c4)cn23)c1	-1.2	-0.1	9	/	/	/	0	-8	1.1
COc1ccc(NC(=O)CSc2nccn2Cc2ccc(F)cc2)c(OC)c1	-0.3	-1.9	18	18&9	-0.7	5	0	12	1.8
Cc1c(C(=O)OC/C(O)=C(\C#N)c2nc3ccccc3[nH]2)oc2ccccc12	-0.4	0.7	9	2	0.6	3	13	-4	-1.1
COC(c1ccccc1)c1nnc(CCC(=O)N(C)Cc2cccc(-n3cccn3)c2)o1 (stereo unspecified)	-0.3	-0.5	12	3	2.3	-8	3	2	0.7
COc1ccc(Nc2nc(C)nc3c2oc2ccccc23)c(OC)c1	0.8	-2.3	6	-25	1.4	-2	0	14	0.3
COc1ccc(C(=O)N/C(=C/c2cccnc2)C(=O)N2CCN(C)CC2)cc1OC	2.6	-0.6	0	-1	1.0	1	0	-6	-0.6
CCOC(=O)N1CCN(C(=O)c2ccccc2NS(=O)(=O)c2ccc(C)cc2)CC1	-0.4	0.0	9	8	0.4	-4	-4	7	-2.2
CN1CCOc2cc(S(=O)(=O)NCc3ccc(S(N)(=O)=O)cc3)ccc21	0.0	0.0	-3	-6	-0.9	1	1	-9	1.2
N#Cc1cc(Oc2cccnc2)c(Oc2cccnc2)cc1C#N	i	0.7	-2	-2	-0.8	0	-2	3	/
COc1ccccc1NC(=O)Nc1nc(C(N)Cc2ccccc2)cs1 (stereo unspecified)	-0.5	-0.4	-5	/	/	/	-8	-3	0.6
COc1ccc(CN2C(=O)c3ccccc3C2C(=O)NC2CCCCCC2)c(OC)c1 (stereo unspecified)	0.1	1.3	3	-7	4.0	-4	6	-4	0.6
O=c1c2ccccc2ncn1-c1cccc([N+](=O)[O-])c1	-0.5	-0.4	8	1	-2.4	/	-1	-3	2.4
CCN(CC)CCCN(Cc1cc2cc(OC)ccc2[nH]c1=O)C(=O)Nc1ccc(F)cc1	-12	-0.8	-3	2	-0.3	6	-4	-1	/
Cc1noc(C)c1C(=O)Nc1ccc(F)cc1	-0.5	-0.5	4	-7	-0.6	6	0	8	-0.7
CC(C)c1ccc(N(CC(=O)NC2CCCCC2)C(=O)CNC(=O)c2ccco2)cc1	-0.6	-0.6	3	-3	0.7	0	-1	-4	1.2
CN1CCCCc2c1nc1ccccc1c2N (tested in a mixture with another compound)	-0.3	-0.3	-7	/	0.1	2	-8	6	/
CC(=O)NC(c1cccc(F)c1)c1nc(-c2cc3ccccc3o2)cs1 (stereo unspecified)	i	1.9	13	/	/	/	-2	-2	-8.1
COc1ccc(OCC(=O)NC(=S)Nc2ccc(N3CCOCC3)c(Cl)c2)cc1	i	0.7	-7	-1	0.2	1	-1	/	/
O=C(CSc1nnc(-c2cccnc2)n1-c1ccccc1)N1CCN(c2ccc(F)cc2)CC1	i	0.1	15	-2	3.4	-4	-1	-1	/
O=C(Nc1cccc(-c2nnc(-c3ccccc3)o2)c1)C1CCCO1 (stereo unspecified)	i	-1.7	13	-5	1.0	-3	-2	12	/
CCC1NC(=O)c2ccccc2N1c1cccc(Cl)c1 (stereo unspecified)	-0.5	-3.0	14	-20	-0.5	/	2	12	1.6
CCc1cc(C(=O)NCC(C)(C)N2CCOCC2)sc1C	i	-4.5	1	1	0.3	/	2	-6	0.9
Cc1cc(C)c(NC(=O)CCCSc2nnc(N)s2)c(C)c1	-0.6	-0.5	6	-11	0.1	-3	1	-5	1.4

Carrying on:
structure	Vc quorum ag	BoNT A protease	Yp Topo-I inh	SSB-PriA inh	PfHsp40 yeast	3CLpro inhibitor	Anthrax LF prot	PrPC surface inh	TcdB inh
O=C(N/N=C/c1cccnc1)c1ccc([N+](=O)[O-])cc1	-0.1	-0.3	-11	/	-0.7	-2	-2	-43	/
S=c1[nH]nc(-c2ccc(Cl)cc2)n1CCCN1CCOCC1	-0.2	-0.4	-6	-3	0.0	-2	-2	-3	4.1
Cc1cccc(-n2c(SCC(=O)N3CCCC3)nc3n[nH]c(C)c3c2=N)c1	-2.6	?	14	3	0.1	-2	0	12	/
COc1ccc(C)cc1NC(=O)CN1CCN(S(=O)(=O)c2ccc(C(C)C)cc2)CC1	-1.0	0.8	15	2	-1.2	5	-5	-1	/
C#CCOCCOCCOCCNc1nc(N2CCN(C(=O)[C@H](C)n3cc(CCCN=C(N)N)nn3)CC2)nc(N2CCN(C(=O)[C@H](C)n3cc(CCCN=C(N)N)nn3)CC2)n1	i	-0.2	1	4	-1.0	0	2	6	0.2
Cc1cccc(-c2noc(CNC(=O)Nc3ccc(F)cc3)n2)c1	i	-0.9	-5	-11	0.3	0	0	-3	/
O=C1NC2(CCCC2)C(=O)N1Cc1cc(=O)n2ccsc2n1	/	/	/	0	/	1	/	12	0.4
CC(NC(=O)CCc1nnc(CCCc2ccccc2)o1)c1ccccc1 (stereo unspecified)	-0.2	-0.3	3	0	1.4	2	-1	-6	1.0
Cc1ccsc1/C=N/n1c(C2CCCCC2)n[nH]c1=S	0.3	-0.7	4	/	-1.8	1	-2	0	1.1
CC(=O)Nc1ccc(NC(=O)C(C)N(C)CC(=O)Nc2ccccc2Br)cc1 (stereo unspecified)	i	1.9	3	-3	-1.6	-3	-9	5	-1.2
O=C(CC1CCCCC1)OCn1nnc2ccccc2c1=O	i	1.1	9	-17	4.3	2	-3	4	/
CCOC(=O)CNC(=O)CSc1ncnc2c1cnn2-c1ccc(Cl)cc1	-0.3	1.4	1	-5&-9	-0.1	-7	-2	2	/
O=C(CSC(=S)N1CCOCC1)c1cc2ccccc2oc1=O	i	-0.1	1	1	0.4	-3	-5	/	/
COc1cccc(C2C(C#N)=C(N)Oc3c2oc(CO)cc3=O)c1 (stereo unspecified)	i	0.2	-5	1	0.1	-4	-4	-12	/
CCN(CC)CCCNC(=O)c1cc2c(=O)[nH]c3ccc(C)cc3c2s1	-1.5	-1.1	-17	4	-4.7	-4	-6	2	2.4
CC1CCN(C(=O)c2ncn3c2c(=O)[nH]c2ccc(Br)cc23)CC1	-0.4	-0.5	5	/	/	/	5	-2	-0.8
CCOc1ccc(/C=N/NC(=O)c2c(C)n(C)c3ccc(OC)cc23)cc1	-0.3	-0.2	8	/	3.3	2	-2	11	1.5
Cc1cc(C(=O)COC(=O)c2ccc[nH]c2=O)c(C)n1-c1ccc(F)cc1	i	-0.4	5	-10	0.0	2	-1	-1	/
O=C(OCc1cn(-c2ccc(Cl)c(Cl)c2)nn1)c1ccccc1	-0.4	-1.4	2	-5	0.4	-2	-9	4	/

Laid out differently: results already given
Cc1ccccc1NC(=O)Cc1nc(COC(=O)c2ccc(NC(N)=O)cc2)cs1
  Vc quorum ag = 1.3 | BoNT A protease = 0.0 | Yp Topo-I inh = -1 | SSB-PriA inh = -4 | PfHsp40 yeast = -1.7 | 3CLpro inhibitor = / | Anthrax LF prot = -1 | PrPC surface inh = -7 | TcdB inh = 0.2

COc1ccccc1C(=O)Nc1nnc(S(=O)(=O)N2CCCCC2)s1
  Vc quorum ag = 0.4 | BoNT A protease = -1.4 | Yp Topo-I inh = 7 | SSB-PriA inh = -4 | PfHsp40 yeast = 1.9 | 3CLpro inhibitor = 2 | Anthrax LF prot = -4 | PrPC surface inh = -11 | TcdB inh = 1.3
